Screening results as filed in PubChem BioAssay.
Luciferase inh: qHTS Assay for Inhibitors of Firefly Luciferase. Potency, µM (series often up to 57.1 µM), for inactives: at the top dose activity change, negative = inhibition, hits mostly inhibitors. Luciferin 4-monooxygenase (Photinus pyralis), P08659. actives 2.2% (n = 72,000). purified firefly luciferase, luminescence, 8 min; note: potency is the fitted concentration of half-maximal effect; % is set by controls: 0 for no effect and ±100 for the full control effect; nearly all actives have a fitted effect of over 40% in size
Target sequence (P08659 whole entry, looked up): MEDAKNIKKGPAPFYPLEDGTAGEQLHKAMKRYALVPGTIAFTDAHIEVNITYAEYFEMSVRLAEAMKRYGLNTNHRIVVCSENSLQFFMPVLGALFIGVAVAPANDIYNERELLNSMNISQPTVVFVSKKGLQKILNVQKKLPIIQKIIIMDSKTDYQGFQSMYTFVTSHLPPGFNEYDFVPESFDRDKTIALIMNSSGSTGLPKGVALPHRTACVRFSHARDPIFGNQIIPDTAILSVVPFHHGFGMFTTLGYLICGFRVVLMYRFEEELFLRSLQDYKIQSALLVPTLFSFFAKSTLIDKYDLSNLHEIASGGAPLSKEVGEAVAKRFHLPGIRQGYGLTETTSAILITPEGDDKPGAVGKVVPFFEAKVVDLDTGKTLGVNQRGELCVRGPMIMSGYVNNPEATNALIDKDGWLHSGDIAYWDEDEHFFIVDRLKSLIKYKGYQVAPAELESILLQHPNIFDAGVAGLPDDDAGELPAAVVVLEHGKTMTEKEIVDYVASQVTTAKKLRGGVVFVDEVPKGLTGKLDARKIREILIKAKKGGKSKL
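Substrate buffer containing 10 uM ATP (pH 7.2 imidazole, Mg2+, KCl, detergent, BSA) is dispensed, compound pinned in, then luciferase/luciferin detector mix added. After 8 min at ambient temperature, light output is measured.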
ERK AVP inh: qHTS Assay for Inhibitors of the ERK Signaling Pathway using a Homogeneous Screening Assay; HEK293-V1b, vasopressin-stimulated pERK AlphaScreen; Potency, µM (top dose mostly 57.5 µM), for the others: top-dose activity, negative = inhibition, actives largely listed as inhibitors; actives 0.99% (n = 72,000); AID 995, 2007; note: potency is the fitted concentration of half-maximal effect; % is set by controls: 0 for no effect and ±100 for the full control effect; nearly all actives have a fitted effect of over 55% in size
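Overnight-seeded V1b-HEK293 cells in 1% FBS got compound, then vasopressin (25 nM final, 5 min, 37C), then lysis buffer. AlphaScreen detection of phospho-ERK; activity normalized to basal and full-stimulation controls.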
Hsp90 Hop PPI: qHTS Assay for Disrupters of an Hsp90 Co-Chaperone Interaction; Hsp90 C-terminal peptide / TPR2A (Hop) interaction, human; AlphaScreen TPR2A-His6 binding biotin-Hsp90 C-terminal peptide; Potency, µM (highest dose often 57 µM), inactives show at the top dose activity change, negative = inhibition; actives 0.44% (n = 71,000); active = well fitted curve in either direction with a large enough effect; inconclusive = small, poorly fitted or top-dose-only effect, or another doubt; note: potency is the fitted concentration of half-maximal effect; % is set by controls: 0 for no effect and ±100 for the full control effect; many of its hits are not listed in these tables
Texas Red fluor: qHTS Assay for Spectroscopic Profiling in Texas Red Spectral Region | Compound fluorescence, Texas Red channel, 547/618 nm; stronger effect = higher value | max dye-equivalent concentration, M | actives 0.06% (n = 59,000) | AID 587, 2007; in the data active = max dye-equivalent concentration above about 10 nM; inconclusive = between about 1.1 nM and that limit
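Spectral interference profiling: each compound concentration's relative fluorescence, read with a 547 nm excitation and 618 nm emission filter pair, was normalized to a per-plate Texas Red standard curve.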
Fluorescein fluor: qHTS Assay for Spectroscopic Profiling in Fluorescein Spectral Region; actives 0.91% (n = 59,000); max fluorescein-equivalent concentration, M; Compound autofluorescence, 480/540 nm, fluorescein-equivalent; stronger effect = higher value; AID 593, 2007; in the data active = max fluorescein-equivalent concentration above about 10 nM; inconclusive = between about 1.1 nM and that limit
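First, buffer (100 mM Tris, pH 8.0) dispensed; second, compounds and fluorescein standards pinned in; third, 15 min room-temperature incubation; finally, imaging at ex 480 nm/em 540 nm. Fluorescence normalized against the six-point fluorescein curve.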
A350 fluor: qHTS Assay for Spectroscopic Profiling in A350 Spectral Region; actives 11% (n = 59,000); max dye-equivalent concentration, M; Compound autofluorescence, 340/450 nm, Alexa 350 dye-equivalents; stronger effect = higher value; in the data active = max dye-equivalent concentration above about 10 nM; inconclusive = mostly about 1.1 nM to 9.6 nM
4MU fluor: qHTS Assay for Spectroscopic Profiling in 4-MU Spectral Region. max dye-equivalent concentration, M. compound autofluorescence, 340/450 nm, 4-MU equivalents; stronger effect = higher value. actives 11% (n = 59,000); in the data active = max dye-equivalent concentration above about 10 nM; inconclusive = mostly about 1.1 nM to 9.6 nM
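Intrinsic fluorescence at 340/450 nm (ex/em) was read after 15 min at room temperature in pH 8.0, 100 mM Tris. Each compound concentration expressed as 4-MU-equivalent concentration from a six-point 4-MU standard series on each plate.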
UbGFP stabilizer: Ubiquitin-GFP Assay | Ubiquitin-GFP reporter cells, proteasome inhibition, GFP fluorescence; response scale: untreated = 0%, 10 µM MG-132 = 100% | 67,000 tested, under 10 active | Potency, µM (series often up to 45.9 µM), for inactives: at the top dose activation (GFP accumulation), usual class: activators; active = well fitted activation curve with a large enough effect, not every such curve was filed as active; inconclusive = small, poorly fitted or top-dose-only effect, or another doubt; inactive = no such curve, though single readings can be large or run the other way; note: potency is the fitted concentration of half-maximal effect
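Reporter cells (U2OS, ubiquitin-G76V-GFP fusion) are plated overnight, then treated 4 hr at 37 °C with compound titrations from 46 uM down to 2.9 nM. Activity is scaled against untreated cells and 10 uM MG-132.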
Epigenetic mod: qHTS Assay for Epigenetic Modulators | AID 597, 2007 | Potency, µM (titrated, usually from 46.1 µM), without a hit: at the top dose GFP derepression (activation) | mouse C127i GFP locus derepression, cytometry, 30 h | actives 0.09% (n = 68,000); note: % of control where 0% means no effect
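Locus derepression in mouse mammary C127i cells whose integrated CMV-GFP reporter is normally silent; GFP expression after 30 h compound treatment was quantified by counting fluorescent cells.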
CRE Fsk mod: Cell signaling CRE-BLA (Fsk stim). CHO CRE-bla reporter (cAMP response element driving beta-lactamase), forskolin EC10, beta-lactamase ratio. Potency, µM (series often up to 38.2 µM), inactives show top-dose activity change, negative = inhibition, usual class: activators. actives 2.5% (n = 71,000). AID 662, 2007; active = well fitted activation curve with a large enough effect in the signal ratio, with a control signal flat, not every such curve was filed as active; inconclusive = small, poorly fitted or top-dose-only effect, or effect the other way, or a change in a side signal; the % refers to the signal ratio; note: potency is the fitted concentration of half-maximal effect; % of control where 0% means no effect
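The 460nm/530nm emission ratio after CCF4 loading defined %Activity, from which AC50 values were obtained. CRE-bla CHO cells received compound dilution series together with an EC10 level of NKH 477 for 3 hours at 37 degrees Celsius.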
HBB splicing: qHTS Assay for Modulators of Hemoglobin Beta Chain Splicing; actives 0.06% (n = 65,000); Potency, µM (series often up to 46.1 µM), for inactives: at the highest dose activation, hits mostly activators; AID 925, 2007; HBB splicing reporter cell assay, activation; EGFP reporter with mutant IVS2-654 intron; response scale: normalised to 500 nM splice-correcting PNA; note: potency is the fitted concentration of half-maximal effect; 0% is about no effect
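Compounds were applied for 2 days to HeLa EGFP-654 cells, 500/well in Optimem with 2% FCS. The reporter's EGFP is disrupted by mis-splicing of beta-globin intron IVS2-654. Readout: summed well GFP fluorescence from 488 nm laser scanning; reference was 500 nM antisense […] 654 PNA.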
Numbers without * were called inactive; i = inactive; u = inconclusive; x = not tested or not shown; & = joins results of further samples; ! = a repeat was not active; [ ] = another dose, or the depositor's remark. Unless noted, calls come from the whole dose curve; as a rule, active = well fitted curve in the direction sought with a large enough effect; inconclusive = small, poorly fitted or top-dose-only effect, or another doubt; inactive = no such curve, though single readings can be large; an effect the other way counts as inactive or inconclusive.

#1 CCCN(CCC)C(=O)[C@@H](CCC(=O)O)NC(=O)c1ccccc1
#2 CC(C)[C@@H]1C(=O)N(S(C)(=O)=O)[C@H]2CCN(C(=O)/C=C\CN3CCCCC3)[C@@H]12
#3 COc1cc(C)nc(-n2nc(C)cc2OC)n1
#4 CC1(C)Oc2ccc(C#N)cc2[C@H](N2CCCC2=O)[C@H]1O
#5 CCn1cc(C(=O)O)c(=O)c2cc(F)c(N3CCN[C@@H](C)C3)c(F)c21
#6 CCOC(=O)Nc1ccc2c(c1)N(C(=O)CCN1CCOCC1)c1ccccc1S2
#7 C[C@@H](Cc1cccc(C(F)(F)F)c1)NCCOC(=O)c1ccccc1
assay / entry	1	2	3	4	5	6	7
Luciferase inh	12%[25.5 µM]	u	3%[25.5 µM]	0%&0%	10%[25.5 µM]	-3%	5%[25.5 µM]
ERK AVP inh	39%[25.7 µM]	-11%	-12%[25.7 µM]	6%&-1%	1%[25.7 µM]	-26%	12%[25.7 µM]
Hsp90 Hop PPI	1%[26 µM]	-3%	4%[26 µM]	-4%&1%	-2%[26 µM]	-1%	-1%[26 µM]
Texas Red fluor	u	x	i	x	i	u	i
Fluorescein fluor	u	x	i	x	u	i	u
A350 fluor	i	x	i	x	1.5e-08M*!	i	i
4MU fluor	i	x	i	x	1.8e-08M*!	i	i
UbGFP stabilizer	-8%[20.5 µM]	-1%	-7%[20.5 µM]	-4%&5%	-1%[20.5 µM]	2%	-2%[20.5 µM]
Epigenetic mod	1%[20.6 µM]	0%	2%[20.6 µM]	-1%&0%	-1%[20.6 µM]	0%	7%[20.6 µM]
CRE Fsk mod	4%[17.1 µM]	u	-4%[17.1 µM]	7%&13%	0%[17.1 µM]	u	-7%[17.1 µM]
HBB splicing	0.1%[20.6 µM]	x	0.1%[20.6 µM]	x	-0.8%[20.6 µM]	4.6%[1.84 µM]	1.0%[20.6 µM]

Another view of 6 compounds above.
| cpd | SMILES | Luciferase inh | ERK AVP inh | Hsp90 Hop PPI | Texas Red fluor | Fluorescein fluor | A350 fluor | 4MU fluor | UbGFP stabilizer | Epigenetic mod | CRE Fsk mod | HBB splicing |
| --- | --- | --- | --- | --- | --- | --- | --- | --- | --- | --- | --- | --- |
| 1 | CCCN(CCC)C(=O)[C@@H](CCC(=O)O)NC(=O)c1ccccc1 | 12%[25.5 µM] | 39%[25.7 µM] | 1%[26 µM] | u | u | i | i | -8%[20.5 µM] | 1%[20.6 µM] | 4%[17.1 µM] | 0.1%[20.6 µM] |
| 2 | CC(C)[C@@H]1C(=O)N(S(C)(=O)=O)[C@H]2CCN(C(=O)/C=C\CN3CCCCC3)[C@@H]12 | u | -11% | -3% | x | x | x | x | -1% | 0% | u | x |
| 3 | COc1cc(C)nc(-n2nc(C)cc2OC)n1 | 3%[25.5 µM] | -12%[25.7 µM] | 4%[26 µM] | i | i | i | i | -7%[20.5 µM] | 2%[20.6 µM] | -4%[17.1 µM] | 0.1%[20.6 µM] |
| 4 | CC1(C)Oc2ccc(C#N)cc2[C@H](N2CCCC2=O)[C@H]1O | 0%&0% | 6%&-1% | -4%&1% | x | x | x | x | -4%&5% | -1%&0% | 7%&13% | x |
| 5 | CCn1cc(C(=O)O)c(=O)c2cc(F)c(N3CCN[C@@H](C)C3)c(F)c21 | 10%[25.5 µM] | 1%[25.7 µM] | -2%[26 µM] | i | u | 1.5e-08M*! | 1.8e-08M*! | -1%[20.5 µM] | -1%[20.6 µM] | 0%[17.1 µM] | -0.8%[20.6 µM] |
| 6 | CCOC(=O)Nc1ccc2c(c1)N(C(=O)CCN1CCOCC1)c1ccccc1S2 | -3% | -26% | -1% | u | i | i | i | 2% | 0% | u | 4.6%[1.84 µM] |

Some of the compounds tested, so the mix of outcomes need not match the whole.
